# Screening results as filed in PubChem.
# XBP1 UPR activ: activators of adaptive arm of unfolded protein response (XBP1) | CHO-XBP1 luciferase reporter, IRE1-XBP1 UPR activation, luminescence; percent of tunicamycin response, DMSO as zero | activation, % at 20 µM | 0.33% of 330,000 active | AID 463104;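 active = versus positive control, 20 µM dose yields 30% or more activation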;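 note: 100% = tunicamycin at 10 µg/mL and 0% = DMSO only wells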
#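 Material: CHO-XBP1 cells stably carrying IRE1-XBP1-driven luciferase reporter / Amount: 1000 cells per well / Compound: 20 µM, 1% DMSO / Times: 6 h treatment, 37 °C / Detection: luciferase luminescence / Measure: % activation of reporter signal versus tunicamycin and DMSO controls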
# CHOP UPR activ: apoptotic UPR (CHOP) activation; activation, % at 10 µM; AID 449763; 0.34% of 330,000 active; CHO-CHOP luciferase reporter, luminescence; percent of tunicamycin response over DMSO baseline;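 active = at 10 µM dose, activation of 40% or more, normalized to positive control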;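 note: 100% = tunicamycin at 10 µg/mL and 0% = DMSO alone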
#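 System: CHO-CHOP luciferase reporter cell line | Buffer or medium: F12 medium containing 10% fetal bovine serum | Doses: One dose, 10 µM in 0.5% DMSO | Times: 6 h compound exposure at 37 °C after overnight seeding | Signal: Luciferase luminescence | Read-out: % activation vs tunicamycin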
# APJ ag: agonists of human APJ apelin receptor; P35414; CHO-K1 APJ PathHunter beta-arrestin, luminescence; 0% DMSO wells, 100% apelin; activation, % at 20 µM; 0.11% of 330,000 active; AID 2520;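 active = activation more than six SD over the plate average, tested at 20 µM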;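 note: 0% = DMSO alone and 100% = apelin-13 at 10 nM; some results filed as inactive read as strong as hits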
# Target sequence (P35414 whole entry, looked up): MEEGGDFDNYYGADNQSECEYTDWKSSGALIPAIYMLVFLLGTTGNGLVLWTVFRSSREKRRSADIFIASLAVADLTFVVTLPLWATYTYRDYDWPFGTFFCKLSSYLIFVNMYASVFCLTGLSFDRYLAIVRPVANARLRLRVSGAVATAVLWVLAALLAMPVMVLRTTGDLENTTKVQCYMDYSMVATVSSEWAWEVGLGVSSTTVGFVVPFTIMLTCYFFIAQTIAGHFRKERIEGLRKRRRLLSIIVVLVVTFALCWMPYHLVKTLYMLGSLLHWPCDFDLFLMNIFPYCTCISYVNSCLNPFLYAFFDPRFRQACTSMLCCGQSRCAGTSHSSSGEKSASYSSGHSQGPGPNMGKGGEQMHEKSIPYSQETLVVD
#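 system = engineered CHO-K1 APJ arrestin reporter cells | input = 1000 cells per well | timing = overnight seeding, 90 min compound at 25 °C, 1 h detection | measured by = enzyme-fragment complementation luminescence | read-out = beta-arrestin recruitment to APJ as agonist activity, luminescent signal | control set = negative DMSO alone, positive Apelin-13 at 10 nM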
# tim23-1 inh: inhibits growth of tim23-1 mutant yeast; S. cerevisiae tim23-1 growth, BacTiter-Glo luminescence, 24 h; inhibition, % at 20 µM; AID 463212; 1.3% of 330,000 active;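 active = growth inhibition of the mutant yeast at or above 50%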;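 note: temperature-sensitive mutant grown at 25 °C; plate controls were DMSO-treated mutant yeast for no effect and medium wells lacking yeast for full effect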
# Mdm2 MdmX PPI: inhibitors of human Mdm2/MdmX interaction; 3% of 330,000 active; inhibition, % at 8 µM; SaOS-2 split-luciferase Mdm2/MdmX complementation, luminescence; O15151+Q00987; AID 485346;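 active = inhibition of at least 50% at 8 µM in the primary screen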
# CCR6 antag: antagonists of human CCR6 receptor. CHO-K1 CCR6 PathHunter beta-arrestin, luminescence, CCL20-stimulated. inhibition, % at 20 µM. 0.49% of 340,000 active. AID 493098;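 active = compounds whose inhibition of the agonist-driven luminescence signal at 20 µM reaches about 50%, limit read from the data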;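 note: cells stimulated with CCL20 at 14 nM final; plate controls were DMSO with CCL20 for no effect and DMSO without agonist for full effect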
# EBI2 block: EBI2 (human) antagonism; P32249; EBI2 beta-arrestin recruitment, luminescence, 7a,25-OHC stimulated; inhibition, % at 5 µM; 0.81% of 360,000 active; in the data active = inhibition above about 38%;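 note: enzyme fragment complementation signal reports receptor beta-arrestin coupling in cells; 0% = agonist plus DMSO wells and 100% = wells without agonist; some results beyond the cut were filed as inactive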
# Target sequence (P32249 whole entry, looked up, the tested form may be a part): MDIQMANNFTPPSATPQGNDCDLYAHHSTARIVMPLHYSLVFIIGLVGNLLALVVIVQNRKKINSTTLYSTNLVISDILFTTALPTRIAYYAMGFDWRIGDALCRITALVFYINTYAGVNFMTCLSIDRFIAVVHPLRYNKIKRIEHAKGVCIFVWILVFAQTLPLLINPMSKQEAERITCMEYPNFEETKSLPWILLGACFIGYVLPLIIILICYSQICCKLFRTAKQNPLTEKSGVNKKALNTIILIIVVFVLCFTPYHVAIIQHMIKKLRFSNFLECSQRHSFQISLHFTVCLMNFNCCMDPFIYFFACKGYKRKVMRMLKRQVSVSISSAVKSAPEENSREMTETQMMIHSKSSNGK
# APJ antagonist: APJ receptor antagonism; inhibition, % at 20 µM; AID 2521; 0.32% of 330,000 active; CHO-K1 APJ beta-arrestin complementation, luminescence;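 active = inhibition above about 40% at 20 µM, limit read from the data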;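 note: cells challenged with 10 nM apelin-13 agonist together with compound; plate controls were apelin-13 plus DMSO wells for no effect and DMSO wells lacking apelin-13 for full effect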
# CXCR6 inh: inhibitors of human CXCR6 receptor | O00574 | CHO-K1 PathHunter CXCR6 beta-arrestin, luminescence | inhibition, % at 20 µM | 0.36% of 360,000 active; in the data active = inhibition above about 34%, passing the limit was not always enough;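 note: antagonist mode with CXCL16 agonist at 10 nM final; 0% = 10 nM CXCL16 with DMSO and 100% = unstimulated wells without agonist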
# Target sequence (O00574 whole entry, looked up): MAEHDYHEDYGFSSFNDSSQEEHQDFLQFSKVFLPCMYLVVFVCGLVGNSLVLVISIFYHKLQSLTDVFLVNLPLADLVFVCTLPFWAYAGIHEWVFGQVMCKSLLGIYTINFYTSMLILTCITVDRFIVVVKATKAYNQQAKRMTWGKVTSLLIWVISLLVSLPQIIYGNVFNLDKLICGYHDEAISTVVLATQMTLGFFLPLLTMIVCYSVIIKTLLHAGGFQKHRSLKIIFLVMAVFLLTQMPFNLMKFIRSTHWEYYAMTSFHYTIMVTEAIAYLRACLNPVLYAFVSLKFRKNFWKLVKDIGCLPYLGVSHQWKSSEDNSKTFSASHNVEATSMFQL
# * = called active by the depositor; . = no result given. An excerpt (hit frequency here may not be typical).
SMILES,XBP1 UPR activ,CHOP UPR activ,APJ ag,tim23-1 inh,Mdm2 MdmX PPI,CCR6 antag,EBI2 block,APJ antagonist,CXCR6 inh
COc1ccc2c(CC(=O)NCc3ccc4c(c3)OCO4)coc2c1,-3,0.3,-1,13,5,4,7,2,3
Cc1cc(NC(=O)CCC(=O)N(CC(=O)NC2CCCC2)c2ccc(C)c(F)c2)no1,-2,2.5,-3,8,6,10,0,-11,4
O=C(c1ccc(C(F)(F)F)cc1)C1CCCN(C(=O)c2cnccn2)C1 (stereo unspecified),-3,1.9,-2,6,-5,9,-8,4,-1
CC(=O)Cc1cc2cc([N+](=O)[O-])ccc2oc1=O,0,1.5,-3,13,-8,7,-6,18,0
O=C(CN1CCN(c2ncccn2)CC1)Nc1ccccc1C(F)(F)F,0,0.0,-1,12,12,13,4,-5,-7
N=C1S/C(=C\c2ccccc2)C(=O)N1c1ccc(F)cc1,-1,0.7,-3,-23,8,5,1,5,10
Cc1cccc(CN2CCCC(C(=O)Nc3ccc(-c4cscn4)cc3)C2)c1 (stereo unspecified),5,1.7,0,19,44,-2,-6,-2,-7
CCOC(=O)CCC(=O)OCC(=O)NC(C)C1CC2CCC1C2 (stereo unspecified),4,4.1,-3,9,3,4,-7,29,3
CCOc1cc(-c2nnc(NC(=O)c3ccco3)o2)cc(OCC)c1OCC,3,0.0,8,7,4,6,-2,8,3
CC1=C(C(=O)Nc2ccccc2C(=O)N2CCCCC2)SCCO1,-3,-1.4,1,-4,11,-9,-9,18,-4
COc1ccc(NC(=O)N2CCCCC2)cc1,2,1.8,4,22,-44,-7,-8,0,2
CCOC(=O)c1sc(NC(=S)NC(=O)CC(C)C)cc1C,4,0.8,-2,7,-29,33,-4,29,24
Cc1cc(C)n(CC(O)Cn2c3ccccc3c3ccccc32)c(=O)n1 (stereo unspecified),0,0.9,-3,3,-9,9,1,19,1
CC(C)Cn1c(=O)c2c(nc3n2CCCN3CCc2ccccc2)n(C)c1=O,2,-0.3,3,27,7,-1,7,-18,5
CCCCN(C)CCC(=O)Nc1ccc(F)c(F)c1,1,0.3,-3,10,-13,12,8,-12,2
CON(C)c1nc(C2CCCCC2)c2cc(C)ccc2n1,-2,0.6,3,25,-12,21,-40,13,-16
COc1cccc(CC(=O)Nc2cc(S(=O)(=O)N3CCOCC3)ccc2OC)c1,-1,-1.0,-6,-1,5,7,-2,8,8
CC1(NC(=O)Cc2c(Cl)cccc2Cl)CCS(=O)(=O)C1 (stereo unspecified),3,-3.1,-1,-9,8,3,-10,5,-1
COCCn1ccc2c(OCC(=O)Nc3cc(OC)ccc3OC)cccc2c1=O,-1,1.9,-6,26,44,8,5,2,3
O=[N+]([O-])c1ccc(-c2csc(N/N=C/c3cccnc3)n2)cc1,5,2.7,-1,-12,1,2,-9,9,0
COCCNC(=O)c1onc(CSc2ccc(C)c(C)c2)c1C(=O)O,-1,-1.3,-4,-9,20,12,-3,-53,-5
CCN(C(=O)COC(=O)CNC(=O)C1CCCCC1)c1ccccc1,1,-0.3,2,-1,20,0,4,15,12
CN1CCN(CC(=O)Nc2ccccc2Sc2ccccc2)CC1,0,-0.8,-1,9,11,0,-2,14,-4
O=C(OCN1C(=O)c2ccccc2C1=O)/C(=C\c1ccco1)NC(=O)c1ccccc1,-1,3.1,-2,28,23,4,0,32,-9
O=C(Cc1ccc(Cl)cc1)NNS(=O)(=O)c1ccc([N+](=O)[O-])cc1,-3,-1.8,-1,-2,9,3,-1,-7,-12
# New compounds follow:
SMILES,XBP1 UPR activ,CHOP UPR activ,APJ ag,tim23-1 inh,Mdm2 MdmX PPI,CCR6 antag,EBI2 block,APJ antagonist,CXCR6 inh
CC(=O)c1sc2c(c1N)c(=O)[nH]c(=O)n2-c1ccccc1,-5,0.9,2,4,7,-7,-8,-6,-2
O=C(CSc1cccs1)Nc1cccc2ccccc12,0,6.3,0,16,-40,2,-7,-7,3
COc1ccc(Cl)c2c1[nH]c1nc(SCc3cccnc3)nnc12,4,1.0,-7,0,-1,-6,1,16,-8
COc1ccc(-c2nc(N)n(C(=O)Cc3ccccc3)n2)cc1,0,0.7,2,18,-13,7,-8,-1,-4
CC(NC(=O)C1CCN(S(=O)(=O)c2ccccc2)CC1)c1ccccc1 (stereo unspecified),-3,0.6,9,15,12,7,13,6,5
N#CC(C#N)=c1ccc2c(c1)N1C3=C(CCCC3)CC3CCCCC31N=2 (stereo unspecified),6,-0.1,-4,51*,67*,39,13,-12,36
COc1cccc(CNn2cnnc2)c1O,-2,1.4,0,-4,3,-5,8,7,-7
COc1ccc(CNC(=O)C(NS(=O)(=O)c2ccc3c(c2)CCCN3C(C)=O)C(C)C)cc1 (stereo unspecified),0,-0.3,-1,12,-8,-15,-4,-9,3
COc1ccccc1-c1cc(C(=O)Nc2ccc(F)cc2F)no1,0,3.2,-4,-2,-2,-9,9,0,-4
Cn1cc(S(=O)(=O)Nc2ccc(Br)cc2F)c(=O)n(C)c1=O,0,1.1,-2,-8,20,-10,4,12,-5
CCC(=C(c1ccc(OC)cc1)c1ccc(OC)cc1)c1cn(CC(O)CN(CCO)CCO)c2ccccc12 (stereo unspecified),-2,1.1,-2,40,25,-7,3,3,-1
Cc1oc(-c2ccc(Cl)cc2)nc1CS(=O)CC(=O)NCCCN1CCOCC1 (stereo unspecified),-9,0.2,-2,5,16,-2,9,10,10
CN(C)C(=O)Nc1ccccc1,3,0.1,1,7,18,8,-17,5,-1
CCc1ccc(-c2cn3nc(-c4ccccc4)cnc3n2)cc1,2,0.9,0,17,-17,-3,0,12,1
O=C(Cn1cnc2ccccc2c1=O)c1cccs1,-1,-0.9,-3,-4,-5,-24,9,-1,6
Cc1ccccc1/C=C/C12NC(=O)CN1c1ccccc1C2(C)C (stereo unspecified),4,6.7,-2,25,0,8,0,5,0
O=C(Nc1ccc2c(c1)OCO2)Nc1ccc(F)cc1F,1,4.7,-6,17,-29,-5,-5,-15,-9
CCC(C)NC(=S)N(CCc1ccccc1)Cc1cc2cc(OC)c(OC)cc2[nH]c1=O (stereo unspecified),0,0.2,1,18,8,29,14,8,7
O=C(CCNC(=O)c1ccccc1Cl)Nc1cccc(S(=O)(=O)N2CCCCC2)c1,-1,0.2,15,12,-21,5,-4,-5,4
Cc1ccc(C)c(NC(=O)Cn2c(=O)n(-c3ccc(CC(=O)NCC4CCCO4)cc3)c(=O)c3ccccc32)c1 (stereo unspecified),3,-0.4,-2,14,7,.,.,2,.
NNc1nc(-c2ccccc2)c2cc(Br)ccc2n1,-3,1.5,-7,62*,11,22,4,32,-19
COc1cc(C)nc(OCCNC(=O)COc2ccc(Cl)cc2C)n1,-1,-1.5,-4,11,12,4,7,6,-25
CC(C)N(C)C(=O)c1ccc(OC2CCN(CCc3ccccc3)CC2)cc1,-2,2.2,-3,25,26,6,6,-7,-17
CCCN1CCC(NC(=O)Nc2ccc(F)cc2F)CC1,-3,-1.1,-3,6,15,-6,3,0,-3
CC(C)(C)C(=O)Nc1ccc(Oc2ccc3c(c2)C(=O)N(c2ccc(O)cc2)C3=O)cc1,-3,-1.8,-2,3,9,-22,15,-16,5

# The closing 2 compounds of the part before lead into the next:
SMILES,XBP1 UPR activ,CHOP UPR activ,APJ ag,tim23-1 inh,Mdm2 MdmX PPI,CCR6 antag,EBI2 block,APJ antagonist,CXCR6 inh
CCCN1CCC(NC(=O)Nc2ccc(F)cc2F)CC1,-3,-1.1,-3,6,15,-6,3,0,-3
CC(C)(C)C(=O)Nc1ccc(Oc2ccc3c(c2)C(=O)N(c2ccc(O)cc2)C3=O)cc1,-3,-1.8,-2,3,9,-22,15,-16,5
Cc1ccc(CN=C2NC(=O)C(CC(=O)NCCc3ccccc3)S2)cc1 (stereo unspecified),-1,-0.2,-3,9,15,.,14,-3,-2
Cc1cnc(C(=O)Nc2cccc3ncccc23)cn1,0,0.2,-2,19,-2,6,-13,13,0
CC1CCN(c2c(NCC3CCC(C(=O)N4CCCCC4)CC3)c(=O)c2=O)CC1 (stereo unspecified),-4,-0.3,-2,-4,12,4,6,-24,-6
Cc1cc(-n2c(C)cc(C(=O)CSc3nc(N)cc(=O)[nH]3)c2C)no1,-2,0.0,-3,-14,11,1,-7,11,3
COc1ccc(OCC(=O)N2CCOCC2)cc1,-2,-3.2,1,11,-8,-5,-18,-1,-6
COc1ccc(C(=O)CSc2nc3c(c(=O)n(C)c(=O)n3C)n2C)cc1,0,0.2,-3,-3,4,.,.,0,.
CC1=C(n2nnc([N+](=O)[O-])n2)C(c2cccnc2)C(C#N)=C(N)O1 (stereo unspecified),-2,1.2,12,18,4,-9,-17,-67,-35
CCOc1ccc(C(C)=O)cc1CN1C(=O)NC2(CCCCC2C)C1=O (stereo unspecified),-1,1.0,-4,11,-16,0,-14,-7,2
Cc1cccc(-n2nnnc2SC(C)C(=O)NCCC2=CCCCC2)c1 (stereo unspecified),2,-1.1,-4,12,-45,9,2,0,7
COCCCNC(=O)CSc1nc2cc(C(=O)NCCOC)ccc2c(=O)n1Cc1ccc2c(c1)OCO2,-2,2.1,-3,18,13,10,7,-8,-2
Cc1ccc(/C=N/NC(=O)CNC(=O)c2ccc(C)c([N+](=O)[O-])c2)o1,-5,0.4,-5,-6,14,11,4,14,-5
Cc1cc(C)n2nc(SCc3cc(=O)oc4ccc5ccccc5c34)nc2n1,6,0.4,-1,7,17,0,1,4,-5
Cc1[nH]c2ccccc2c1C1=CN2CCS(=O)(=O)N=C2S1,-3,2.2,0,-7,21,-26,1,14,-3
Oc1cccc2ccc(/C=C/c3ccccc3Br)nc12,8,18,-11,28,-12,62*,1,34,32
COc1ccc(CCNC(=O)CCNC(=O)N2CC(=O)Nc3ccccc32)cc1OC,-3,-1.4,-4,-7,2,8,2,1,15
CCCCNC(=S)Nc1ccc2nc(N3CCN(CC)CC3)cc(C)c2c1,-2,1.3,-4,-6,26,16,10,20,10
Cc1nn(CC(O)Cn2c3c(c4ccccc42)CCN(C)C3=O)c(C)c1Br (stereo unspecified),0,-2.5,-3,37,20,0,6,-21,-7
NC(=O)c1ccc[n+](CC(=O)c2ccc(F)cc2)c1,-1,-1.5,-3,-7,-2,1,-1,6,1
Cn1c(SCC(=O)N2CCCC2=O)nnc1-c1ccccc1F,-3,-0.4,0,11,21,4,1,7,0

# A draw from above in order of SMILES length, high to low.
SMILES,XBP1 UPR activ,CHOP UPR activ,APJ ag,tim23-1 inh,Mdm2 MdmX PPI,CCR6 antag,EBI2 block,APJ antagonist,CXCR6 inh
Cc1cc(-n2c(C)cc(C(=O)CSc3nc(N)cc(=O)[nH]3)c2C)no1,-2,0.0,-3,-14,11,1,-7,11,3
COCCn1ccc2c(OCC(=O)Nc3cc(OC)ccc3OC)cccc2c1=O,-1,1.9,-6,26,44,8,5,2,3
O=C(CN1CCN(c2ncccn2)CC1)Nc1ccccc1C(F)(F)F,0,0.0,-1,12,12,13,4,-5,-7
Cc1[nH]c2ccccc2c1C1=CN2CCS(=O)(=O)N=C2S1,-3,2.2,0,-7,21,-26,1,14,-3
COc1ccc(NC(=O)N2CCCCC2)cc1,2,1.8,4,22,-44,-7,-8,0,2
